Screening data (PubChem)
mIDH1 inhibitor = qHTS for Inhibitors of mutant isocitrate dehydrogenase 1 (IDH1): qHTS | AID 602179, 2012 | Isocitrate dehydrogenase [NADP] cytoplasmic (Homo sapiens), O75874 | Potency, µM (highest dose often 76.6 µM), for inactives: at the highest dose activity change, negative = inhibition, usual class: inhibitors | 390,000 compounds, 0.093% hits | IDH1-R132H enzyme, NADPH consumption, diaphorase/resazurin fluorescence; further: potency means the concentration at half of the fitted maximal effect; on the % scale 0 is the no-effect control and ±100 the full control effect; nearly all actives have a fitted effect of over 65% in size
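IDH1-R132H (0.5 ug/mL) preincubated 30 min with compound, then NADPH (0.016 mM) and alpha-KG (2 mM) added; 80 min at RT, pH 7.5. Remaining NADPH coupled via diaphorase/resazurin to fluorescence (540/590 nm); concentration-response curves normalized to no-enzyme control.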
USP1 inh = Inhibitors of USP1/UAF1: Primary Screen. Ubiquitin carboxyl-terminal hydrolase 1 (Homo sapiens), O94782. recombinant USP1/UAF1, Ub-Rhodamine cleavage fluorescence. AID 743255, 2014. 390,000 compounds, 0.23% hits. Potency, µM (doses to about 57.1 µM), for the others: at the highest dose activity change, negative = inhibition, usual class: inhibitors; further: potency means the concentration at half of the fitted maximal effect; on the % scale 0 is the no-effect control and ±100 the full control effect; nearly all actives have a fitted effect of over 60% in size; inactives centre near -12
Target sequence (O94782 whole entry, looked up): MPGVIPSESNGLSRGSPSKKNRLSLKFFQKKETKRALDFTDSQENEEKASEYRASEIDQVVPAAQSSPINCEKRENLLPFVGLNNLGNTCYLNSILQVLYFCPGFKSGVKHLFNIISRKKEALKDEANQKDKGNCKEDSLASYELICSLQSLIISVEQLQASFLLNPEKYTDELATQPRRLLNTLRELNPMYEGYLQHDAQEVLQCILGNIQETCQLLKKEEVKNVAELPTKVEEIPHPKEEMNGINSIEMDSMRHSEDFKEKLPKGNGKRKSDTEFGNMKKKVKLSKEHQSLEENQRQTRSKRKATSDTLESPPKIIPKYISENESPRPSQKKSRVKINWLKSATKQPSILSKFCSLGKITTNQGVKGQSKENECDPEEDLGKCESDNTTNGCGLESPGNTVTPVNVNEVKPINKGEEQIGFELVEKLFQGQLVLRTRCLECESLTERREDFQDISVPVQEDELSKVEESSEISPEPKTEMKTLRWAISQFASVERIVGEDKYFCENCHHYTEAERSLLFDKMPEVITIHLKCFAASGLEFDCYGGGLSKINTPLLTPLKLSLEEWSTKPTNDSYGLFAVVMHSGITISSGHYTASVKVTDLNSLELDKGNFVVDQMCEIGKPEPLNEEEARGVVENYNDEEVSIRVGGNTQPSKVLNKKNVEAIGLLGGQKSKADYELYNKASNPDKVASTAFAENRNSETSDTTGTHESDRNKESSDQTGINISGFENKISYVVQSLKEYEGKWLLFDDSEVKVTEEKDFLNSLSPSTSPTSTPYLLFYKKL
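1 nM enzyme complex + cpd, 15 min RT; start with Ub-Rho 150nM final; kinetic fluorescence ex 480/em 540, 6 reads q60 s. Buffer 50mM HEPES pH 7.8, 0.5mM EDTA, 0.1 mg/ml BSA, 1mM TCEP, 0.01% Tween-20.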
Vif-A3F inh = qHTS for Inhibitors of Vif-A3F Interactions: qHTS; HeLa A3F-eYFP + Vif (tagged APOBEC3F with the HIV-1 protein that degrades it), YFP fluorescence increase; Potency, µM (titrated, usually from 46.1 µM), inactives show at the top dose activity, negative = active; 390,000 compounds, 0.2% hits; AID 602313, 2012; further: potency means the concentration at half of the fitted maximal effect; % of control where 0% means no effect; nearly all actives have a fitted effect of over 65% in size
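HeLa cells stably expressing Vif plus C-terminally eYFP-tagged A3F were seeded, incubated overnight at 37 deg C, dosed with compound, incubated overnight again at 37 deg C. Yellow fluorescence (Ex 488/Em 500-530) reported blocked Vif-mediated A3F-eYFP degradation.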
Vif-APOBEC3G blk = qHTS for Inhibitors of Vif-A3G Interactions: qHTS; AID 602310, 2012; 410,000 compounds, 0.076% hits; HeLa A3G-eYFP + Vif (tagged APOBEC3G with the HIV-1 protein that degrades it), YFP fluorescence, overnight; Potency, µM (top dose mostly 46.1 µM), without a hit: top-dose activity, negative = active, usual class: inhibitors; DNA dC->dU-editing enzyme APOBEC-3G (Homo sapiens), Q9HC16;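 further: potency means the concentration at half of the fitted maximal effect; on the % scale 0 is the no-effect control and ±100 the full control effect; nearly all actives have a fitted effect of over 60% in size; hits raise eYFP signal because A3G escapes Vif-driven loss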
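HeLa cells stably expressing Vif and C-terminally eYFP-tagged A3G, seeded overnight at 37 deg C, then exposed to compound by pintool overnight at 37 deg C. Rise in yellow fluorescence (Ex 488/Em 500-530, Acumen) marks blocked Vif-driven A3G degradation.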
TrxR1 substrate = qHTS Assay for Substrates of Mammalian Selenoprotein Thioredoxin Reductase 1 (TrxR1): qHTS. purified TrxR1 substrate turnover, NADPH consumption readout. AID 588456, 2011. Potency, µM (highest dose often 114 µM), without a hit: at the top dose activity change, negative = substrate turnover. Thioredoxin reductase 1, cytoplasmic (Rattus norvegicus), O89049. 390,000 compounds, 0.01% hits; further: potency means the concentration at half of the fitted maximal effect; on the % scale 0 is the no-effect control and ±100 the full control effect; nearly all actives have a fitted effect of over 50% in size
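Rat TrxR1, dispensed at 90 nM, was prereduced with 400 uM NADPH (final) for 5 min at ~22 deg C, then incubated with compound 15 min before 400 uM selenite. A first-read NADPH fluorescence drop versus no-compound background flagged substrates.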
LDHA inh = qHTS assay for inhibitors of human lactate dehydrogenase | purified LDHA, NADH/diaphorase-resazurin fluorescence; hits give low values | activity change, % (values are at about 110 or 230 µM) | 480,000 compounds, 0.15% hits | AID 1347041, 2019; in the data active means activity change below about -30%; inconclusive means mostly about -25% to -30%;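 further: plate controls were DMSO wells for no effect and wells without enzyme for full effect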
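Enzyme activity of human lactate dehydrogenase 5 (2 nM; 0.06 mM NADH, 0.2 mM pyruvate, 5 min, RT) is measured via a resazurin/diaphorase fluorescence readout of residual NADH.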
RGS4 inh = Inhibitors of Regulator of G Protein Signaling (RGS) 4: qHTS; 390,000 compounds, 0.039% hits; Potency, µM (series often up to 114 µM), inactives show at the top dose activity change, negative = inhibition, most hits filed as inhibitors; Transcreener GDP fluorescence polarization, RGS4-accelerated GTP hydrolysis; further: potency means the concentration at half of the fitted maximal effect; on the % scale 0 is the no-effect control and ±100 the full control effect; nearly all actives have a fitted effect of over 75% in size; some results filed as inactive show a strong effect at the top dose
Target sequence (P49798 whole entry, looked up): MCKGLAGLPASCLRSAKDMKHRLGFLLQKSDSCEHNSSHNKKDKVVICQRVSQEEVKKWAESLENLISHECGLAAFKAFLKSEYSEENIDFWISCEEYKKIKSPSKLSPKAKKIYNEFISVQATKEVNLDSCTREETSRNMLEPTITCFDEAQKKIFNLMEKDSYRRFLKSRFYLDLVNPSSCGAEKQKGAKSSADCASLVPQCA
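MLSMR compounds (23 nl, pin-transferred) preincubated 10 min at room temperature with a 500nM (2x) first reagent, then RGS4 at 900nM (2x) plus Transcreener GDP mix added; fluorescence polarization (620/688 nm) read before and after 90 min at 30 °C.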
Glioma ERSR ind = qHTS for Inducers of the Endoplasmic Reticulum Stress Response (ERSR) in Human Glioma: qHTS | U87-MG GRP78 promoter luciferase reporter, 16 h | 420,000 compounds, 0.02% hits | Potency, µM, for the others: at the highest dose activation, usual class: activators; further: potency means the concentration at half of the fitted maximal effect; series mostly up to about 76 µM; % of control where 0% means no effect; nearly all actives have a fitted effect of over 35% in size
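Stably transfected U87-MG human glioma cells carrying a GRP78-based luminescent sensor were seeded at 1000 cells/well, pin-dosed with compounds and incubated 16 h. Luciferase reagent was then added, and end-point luminescence was read after 10 min at room temperature.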
rTrxR1 inhibitor = qHTS Assay for Inhibitors of Mammalian Selenoprotein Thioredoxin Reductase 1 (TrxR1): qHTS; recombinant rTrxR1, NADPH fluorescence consumption, selenite substrate; Potency, µM (top dose mostly 114 µM), without a hit: at the top dose activity change, negative = inhibition, actives largely listed as inhibitors; Thioredoxin reductase 1, cytoplasmic (Rattus norvegicus), O89049; AID 588453, 2011; 390,000 compounds, 1% hits; further: potency means the concentration at half of the fitted maximal effect; on the % scale 0 is the no-effect control and ±100 the full control effect; nearly all actives have a fitted effect of over 65% in size
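Rat TrxR1 (90 nM in the dispensed reagent) was pre-reduced with 400 uM NADPH for 5 min at room temperature, then incubated with compound for 15 min. After 400 uM selenite was added, NADPH fluorescence (Ex 340/Em 450 nm) was followed for 8 min.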
Starred values were filed as active, the others as inactive; ? = inconclusive; & = joins results of further samples; [ ] = remark or other dose. Unless noted, the call rests on the fitted dose curve; in most records, active means well fitted curve in the direction sought with a large enough effect; inconclusive means small, poorly fitted or top-dose-only effect, or another doubt; inactive means no such curve, though single readings can be large; an effect the other way counts as inactive or inconclusive. This is a subset (hit frequency here may not be typical).

Preview, 4 compounds:
Values run as follows: mIDH1 inhibitor	USP1 inh	Vif-A3F inh	Vif-APOBEC3G blk	TrxR1 substrate	LDHA inh	RGS4 inh	Glioma ERSR ind	rTrxR1 inhibitor
> CC(=O)Nc1cc(-c2nn(C)c(=O)c3ccccc23)ccc1N1CCOCC1
  2%	-20%	-12%	0%	7%	-5	-7%	-3%	12%
> Cc1ccc(Cl)cc1NS(=O)(=O)c1ccc2c(c1)NC(=O)CCS2
  -14%	-19%	-2%	-8%	-4%	-4	-10%	-1%	1%
> COc1cccc(-c2c(C(=O)N/N=C/c3cccnc3)nnn2-c2nonc2N)c1
  9%	-11%	5%	1%	-2%	-2	-8%	0%	17%
> O=C(O)c1cccnc1Nc1ccc(Cl)cc1
  4%	-9%	7%	-8%	-1%[57.1 µM]	-9	2%	5%	10%[57.1 µM]

Main list, from the start:
Values run as follows: mIDH1 inhibitor	USP1 inh	Vif-A3F inh	Vif-APOBEC3G blk	TrxR1 substrate	LDHA inh	RGS4 inh	Glioma ERSR ind	rTrxR1 inhibitor
> CC(=O)Nc1cc(-c2nn(C)c(=O)c3ccccc23)ccc1N1CCOCC1
  2%	-20%	-12%	0%	7%	-5	-7%	-3%	12%
> Cc1ccc(Cl)cc1NS(=O)(=O)c1ccc2c(c1)NC(=O)CCS2
  -14%	-19%	-2%	-8%	-4%	-4	-10%	-1%	1%
> COc1cccc(-c2c(C(=O)N/N=C/c3cccnc3)nnn2-c2nonc2N)c1
  9%	-11%	5%	1%	-2%	-2	-8%	0%	17%
> O=C(O)c1cccnc1Nc1ccc(Cl)cc1
  4%	-9%	7%	-8%	-1%[57.1 µM]	-9	2%	5%	10%[57.1 µM]
> O=C(N/N=C/c1ccc[nH]1)c1cc2ccccc2cc1O
  -3%	-10%	?	-1%	-12%	-1	-27%	8%	-17%
> CCOc1ccc(/C=N/NC(=O)C2(O)c3ccccc3-c3ccccc32)cc1
  0%	-4%	2%	-6%	-1%[57.1 µM]	-8	-31%	-5%	-9%[57.1 µM]
> O=C(O)c1ccc(N2CCCCC2)cc1
  10%	-9%	-1%	-1%	3%	-4	-3%	0%	3%
> COc1ccc(N2CC(C)Cn3c2nc2c3c(=O)n(CCc3ccccc3)c(=O)n2C)cc1 (stereo not given)
  9%	-7%	-4%	0%	-5%	-7	2%	-4%	-2%
> Cc1ccc(NC(=O)c2cccc(S(=O)(=O)N3CCN(c4ccccc4)CC3)c2)nc1
  -2%	-20%	-1%	0%	-3%[57.1 µM]	-6	-2%	-1%	1%[57.1 µM]
> CCn1c(-c2nonc2NC(=O)c2ccccc2)nc2ccccc21
  10%	-14%	-7%	-3%	3%	12	-37%	-3%	0%

Values run as follows: mIDH1 inhibitor	USP1 inh	Vif-A3F inh	Vif-APOBEC3G blk	TrxR1 substrate	LDHA inh	RGS4 inh	Glioma ERSR ind	rTrxR1 inhibitor
> CC1CCN(CC(=O)c2c[nH]c3ccccc23)CC1
  2%	-8%	2%	1%	-4%	8&1	16%	-1%	4%
> Clc1cc(NC2CCCCC2)ncn1
  10%	-22%	-31%	-5%	10%[57.1 µM]	-11	3%	0%	8%[57.1 µM]
> O=C(NCCCN1CCCCCC1)c1cc2c(=O)oc3ccccc3c2s1
  1%	-20%	0%	0%	8%	-1	-38%	-2%	?
> CN1CCC(N(C)S(=O)(=O)c2ccc(Cl)cc2)CC1
  2%	-14%	-11%	3%	5%	0	5%	-4%	3%
> CCOC(=O)/C(C#N)=C/NC(=O)NC(C)(C)C
  11%	-20%	-1%	-3%	2%	-6	28%	-3%	-6%
> Cc1ccc(OCc2cc(C(=O)N(C)Cc3nccn3C)no2)cc1C
  -4%	-13%	1%	2%	1%	-3	7%	2%	13%
> Cn1ncc(Cl)c1C(=O)N1CCN(C23CC4CC(CC(C4)C2)C3)CC1
  9%	-10%	?	-5%	6%	-3	22%	-4%	18%
> Cc1ccc(NC(=O)C2CCCN2C(=O)OCc2ccccc2)c(O)c1 (stereo not given)
  -7%	-24%	-9%	-1%	-2%	-2	-2%	1%	8%
> Cc1ccc(NS(=O)(=O)c2cc3c4c(cccc4c2)C(=O)NC3=O)cc1C
  -21%	-4%	-21%	-9%	-5%	-11	19%	-3%	6%
> CCCOC(=O)c1c(NC(=O)C2C3C=CC(C3)C2C(=O)O)sc2c1CCC(C)C2 (stereo not given)
  -7%	-16%	1%	-4%	-2%	1	-98%[56.9 µM]	-1%	39%

structure,mIDH1 inhibitor,USP1 inh,Vif-A3F inh,Vif-APOBEC3G blk,TrxR1 substrate,LDHA inh,RGS4 inh,Glioma ERSR ind,rTrxR1 inhibitor
COC(=O)c1c(NC(=O)c2ccccc2)sc(C(N)=O)c1C,-1%,-14%,-23%,1%,18%[57.1 µM],-4,-17%,1%,26%[57.1 µM]
Cc1cc(F)ccc1S(=O)(=O)N1CCCOC1CNC(=O)C(=O)NCc1ccccn1 (stereo not given),7%,-20%,2%,-6%,-5%,-2,-28%,-6%,-8%
CC(=O)c1cn(CCC(C)C)c(=O)[nH]c1=O,2%,-24%,7%,6%,1%,2,-4%[11.4 µM],-3%,7%
CCC(C)c1ccc(O)c(NC(=O)c2ncn[nH]2)c1 (stereo not given),15%,-19%,-1%,2%,-3%,2,-12%,-1%,10%
Cc1cccc(NC(=S)N(CCN(C)C)Cc2cc3cc(C)cc(C)c3[nH]c2=O)c1,5%,-20%,-16%,0%,-10%,-1,-38%,-5%,-17%
COc1ccc(CNc2oc(COc3cccc(C)c3)nc2C#N)cc1,8%,-17%,-1%,6%,3%,-7,9%,2%,16%
CS(=O)(=O)Nc1ccc(C2=NN(C(=O)c3ccccc3)C(c3cccs3)C2)cc1 (stereo not given),-7%,-6%,1%,0%,-5%,-2,14%,-3%,18%
Cc1ccccc1C(CC(=O)c1cccs1)C(C#N)C#N (stereo not given),4%,-7%,1%,?,9%[0.457 µM],-3,?,-4%,10µM*
O=C(CCC1CCCC1)NCc1ccccn1,11%,-11%,-2%,1%,10%[57.1 µM],-7,34%,-4%,16%[57.1 µM]
Cn1c(OCc2ccco2)nc2c1c(=O)n(Cc1ccc(Cl)c(Cl)c1)c(=O)n2C,-2%,-14%,2%,-5%,10%[57.1 µM],1,-4%,-5%,-34%[57.1 µM]

structure,mIDH1 inhibitor,USP1 inh,Vif-A3F inh,Vif-APOBEC3G blk,TrxR1 substrate,LDHA inh,RGS4 inh,Glioma ERSR ind,rTrxR1 inhibitor
CN(C)C(=O)COC(=O)/C=C/c1ccccc1[N+](=O)[O-],10%,-17%,-7%,0%,-6%,4,-18%,-4%,-14%
Cc1csc(SCCn2c(Br)nc3c2c(=O)[nH]c(=O)n3C)n1,11%,-15%,-10%,-1%,9%,-1,-6%,0%,16%
COc1ccccc1N1CCN(C(=O)C(=O)c2cn(CC(=O)N3CCOCC3)c3ccccc23)CC1,0%,-6%,-8%,4%,-10%,-4,18%,0%,-2%
COc1ccc(-c2ccc(-c3nnn(CC(=O)N4CCOCC4)n3)cc2)cc1,0%,4%,8%,-1%,43%[activator],-10,20%,4%,34%[activator]
COC(=O)c1cc(Nc2cc(C)c3c(O)cccc3n2)cc(C(=O)OC)c1,3%,-3%,12%,-22%,-2%,-2,-29%,-4%,-5%
O=S(=O)(Cc1ccccc1)c1cnc2ccccc2n1,1%,-10%,0%,-11%,0%,-8,18%,-10%,?
Cc1ccc(Nc2nc(C(=O)NCC3CCCO3)cs2)cc1 (stereo not given),-10%,-21%,1%,4%,6%[57.1 µM],-1,-3%[56.9 µM],0%,19%[57.1 µM]
Cc1c(NC(=O)CSc2nnnn2-c2ccc(O)cc2)c(=O)n(-c2ccccc2)n1C,11%,-3%,-8%,0%,-10%,0,4%,0%,-11%
O=C(O)CSCC(=O)N1CCN(Cc2ccc3c(c2)OCO3)CC1,1%,-16%,-14%,2%,11%[57.1 µM],-3,-5%,-4%,5%[57.1 µM]
